Screening results as filed in PubChem.
KCNQ1 inh = human KCNQ1 channel inhibition; 310,000 tested, 1.3% active; CHO-K1 KCNQ1, FluxOR thallium flux fluorescence; stronger effect = higher value; P51787; B-score at 10 µM; AID 2642;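 active = compounds whose thallium flux B-score, printed positive for inhibition, exceeds three library SD while starting fluorescence stays within three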;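 also: channel opened by potassium depolarization with thallium stimulus after 20 min compound exposure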
RGS4 inh = inhibitors of human RGS4. HEK293 M3R/RGS4 inducible, Fluo-4 calcium flux; stronger effect = higher value; triggered by carbachol at its EC20. B-score at 10 µM. 310,000 tested, 0.45% active. AID 463165. P49798;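 active = B-score, a plate-corrected calcium signal, over three deviations above library mean, with baseline fluorescence within five deviations of library mean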;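 also: RGS4 expression induced by doxycycline in cells with stable M3 receptor; B-score is computed from the integrated fluorescence ratio over baseline after carbachol; higher B-score means a larger calcium signal and so more RGS4 inhibition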
Target sequence (P49798 whole entry, looked up): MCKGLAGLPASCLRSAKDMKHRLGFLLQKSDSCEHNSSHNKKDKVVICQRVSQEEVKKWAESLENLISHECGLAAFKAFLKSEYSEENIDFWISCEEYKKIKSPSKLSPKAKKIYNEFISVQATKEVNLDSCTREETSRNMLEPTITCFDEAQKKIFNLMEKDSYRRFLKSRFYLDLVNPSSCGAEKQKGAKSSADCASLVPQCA
RGS4 act = potentiators or activators of RGS4; B-score at 10 µM; HEK293 M3R/inducible RGS4, carbachol calcium flux Fluo4; stronger effect = lower value; 310,000 tested, 0.92% active;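 active = B-score of the integrated calcium signal more than 4 SD below the library mean, with starting fluorescence not abnormally high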;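 also: negative B-score means reduced calcium response which marks RGS4 activation or potentiation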
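Reagent: ECmax carbachol challenge; Test system: M3R-expressing HEK293 line, RGS4 induced by doxycycline; Schedule: overnight RGS4 induction, 30 min dye load 37 °C, 20 min compound RT; Detection: calcium dye Fluo4 fluorescence; Read-out: Agonist-evoked peak-minus-minimum fluorescence over baseline, integrated ratio, B score.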
SKKanGAS inh = SKKanGAS growth inhibition; S. pyogenes SKKanGAS, kanamycin growth, BacTiter-Glo, 6 h; inhibition, % at 7.5 µM; 300,000 tested, 1.3% active;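 active = mean replicate score, as percent of positive control median, at least 50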;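 also: strain carries kanamycin resistance gene driven by streptokinase promoter and grows in 40 µg/ml kanamycin; loss of luminescence reflects streptokinase promoter inhibition or plain growth inhibition; 0% = median of DMSO wells and 100% = positive control at its reference dose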
KCNQ1 pot = human KCNQ1 channel potentiation or activation. B-score at 10 µM. P51787. CHO-K1 KCNQ1, thallium flux FluxOR fluorescence; stronger effect = higher value. 310,000 tested, 0.35% active;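 active = fluorescence ratio B-score, a plate-corrected score, at least three library SD, with initial intensity B-score within 5 SD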
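assay system = KCNQ1-transfected CHO-K1 cells | medium = assay buffer with matched DMSO | probe or stimulus = depolarizing K+/Tl+ stimulus, K2SO4 and Tl2SO4 each 12.5 mM in 5x stock | dosing = single dose | incubation = dye 90 min, compound 20 min, room temperature | detection = kinetic FluxOR fluorescence, 10 s baseline plus 110 s post-stimulus | evaluation = ratio B score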
hERG rescue = hERG (human) protection from proarrhythmic block. Q12809. CHO-hERG, FluxOR thallium flux, dofetilide IC70 present. activation (rescue from dofetilide block), less the hit threshold, % at 10 µM. 310,000 tested, 0.51% active;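 active = activation above the mean of controls blocked by dofetilide plus 5 SD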;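 also: thallium influx through hERG after potassium depolarization seen as dye fluorescence rise; in these data hits start at about 4.7%; inactives centre near -7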
TMEM16A inh = inhibitors of mouse TMEM16A calcium-activated chloride channel; normalized B-score (activity score, 25-100; higher = stronger inhibition) at 10 µM; HEK293 TMEM16A/YFP iodide influx fluorescence, ionomycin; 310,000 tested, 1.2% active; AID 588511;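 active = ratio plate-corrected score three or more library SD toward inhibition, starting fluorescence score within five deviations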;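 also: score derived from kinetic fluorescence span divided by baseline fluorescence per well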
HDAC3 inh = inhibitors of human histone deacetylase 3 | O15379 | recombinant HDAC3, fluorogenic peptide/trypsin coupled, fluorescence | inhibition, % at 8.3 µM | 320,000 tested, 0.15% active | AID 2718; in the data active = inhibition above about 26%, passing the limit was not always enough
Target sequence (O15379 whole entry, looked up): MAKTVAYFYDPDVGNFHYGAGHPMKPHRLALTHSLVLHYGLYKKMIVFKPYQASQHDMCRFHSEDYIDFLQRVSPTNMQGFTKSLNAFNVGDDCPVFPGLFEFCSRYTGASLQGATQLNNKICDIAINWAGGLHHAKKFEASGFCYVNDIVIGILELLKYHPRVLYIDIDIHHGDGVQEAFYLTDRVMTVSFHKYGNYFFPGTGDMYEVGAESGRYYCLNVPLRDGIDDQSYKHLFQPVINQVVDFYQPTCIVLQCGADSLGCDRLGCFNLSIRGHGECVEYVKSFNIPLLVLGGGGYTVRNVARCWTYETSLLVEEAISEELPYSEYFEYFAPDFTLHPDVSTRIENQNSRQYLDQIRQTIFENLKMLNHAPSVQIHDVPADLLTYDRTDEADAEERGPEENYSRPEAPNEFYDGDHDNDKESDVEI
TMEM16A act = mouse TMEM16A channel activation, primary screen. B-score at 10 µM. Q8BHY3. 340,000 tested, 0.3% active. HEK293 TMEM16A/YFP-H148Q/I152L, iodide quench fluorescence; stronger effect = lower value;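 active = fluorescence-ratio B-score plate-corrected deviation score at least 3 library SD below zero, with starting fluorescence score within 5 deviations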;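 also: channel opened by trigger with iodide after compound preincubation; score built on the fluorescence ratio of max minus min over baseline; more negative score means more quench and so TMEM16A activation or potentiation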
KCNK9 block = human KCNK9 channel inhibition | B-score at 10 µM | 310,000 tested, 1.2% active | HEK293 KCNK9, FluxOR thallium flux fluorescence; stronger effect = lower value;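 active = ratio B-score over 3 SD below the library mean, with starting fluorescence within 5 SD of its mean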;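 also: negative B-score means less thallium flux so channel inhibition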
Target sequence (Q9NPC2 whole entry, looked up): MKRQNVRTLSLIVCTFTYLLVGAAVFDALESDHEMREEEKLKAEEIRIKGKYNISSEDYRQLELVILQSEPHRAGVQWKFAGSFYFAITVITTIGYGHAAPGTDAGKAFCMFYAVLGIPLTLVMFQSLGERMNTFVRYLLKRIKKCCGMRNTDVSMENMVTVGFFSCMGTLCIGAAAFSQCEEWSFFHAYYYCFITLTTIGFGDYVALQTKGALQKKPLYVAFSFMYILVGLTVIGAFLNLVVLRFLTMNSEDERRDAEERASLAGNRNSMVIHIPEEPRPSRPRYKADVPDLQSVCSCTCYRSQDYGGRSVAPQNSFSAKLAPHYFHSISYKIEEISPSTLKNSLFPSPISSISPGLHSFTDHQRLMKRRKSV
KCNK3 inh = human KCNK3 channel inhibition, primary screen; O14649; CHO-KCNK3 thallium flux, FluxOR fluorescence; stronger effect = lower value; B-score at 10 µM; 340,000 tested, 0.84% active; AID 602410;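 active = B-score under library mean minus 4 SD, starting fluorescence ratio at most library mean plus 5 SD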;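 also: more negative B-score means stronger inhibition of thallium flux through KCNK3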
* hit, by the source's call; i = inactive; . = not tested or not shown.

mol,RGS4 inh,TMEM16A act,KCNQ1 inh,RGS4 act,hERG rescue,KCNK9 block,KCNK3 inh,HDAC3 inh,KCNQ1 pot,SKKanGAS inh,TMEM16A inh
CS(=O)(=O)N1CCCC(C(=O)NCCCN2CCN(Cc3ccccc3)CC2)C1 (stereo not drawn),i,i,i,i,-4,i,i,0,i,-4,i
Cc1cc(C)c(S(=O)(=O)Nc2ccc(OCC(=O)O)cc2)c(C)c1,i,i,i,i,-8,i,i,0,i,-1,i
O=C(O)c1ccc(N2CCCCCC2)c(N2C(=O)c3ccccc3C2=O)c1,i,i,i,i,-9,i,i,1,i,-10,i
O=C(COC(=O)c1ccccc1Br)NCCc1ccc(F)cc1,i,i,i,i,-2,i,i,-8,i,5,i
COc1cccc(CNS(=O)(=O)/C=C/c2ccc3c(c2)OCO3)c1,i,i,i,i,1,i,i,-6,i,-8,i
CCN(CC)S(=O)(=O)c1ccc(S(=O)(=O)N2CCN(CCC#N)CC2)cc1,i,i,i,i,-6,i,i,-3,i,-4,i
CC(Sc1nc(O)c(-c2ccccc2)c(=O)[nH]1)C(=O)Nc1ccc(Cl)cc1 (stereo not drawn),i,i,i,i,-10,i,i,6,i,-7,i
Cc1ccc(-c2nnc(Oc3cccc(C)c3)c3ccccc23)cc1,i,i,i,i,-5,i,i,-12,i,21,i
O=C(CSc1nnnn1C1CCCCC1)NCc1cccs1,i,i,i,i,-4,i,i,.,i,1,i
Cc1ccc(C(=O)CC2(O)C(=O)N(Cc3ccc4c(c3)OCO4)c3ccccc32)cc1 (stereo not drawn),i,i,i,i,-12,i,i,2,i,5,i
Cc1ccc(CN(C)c2nc(-c3cccnc3)nc3ccccc23)o1,i,i,i,i,-14,i,i,3,i,-6,i
CC(C)(C)OC(=O)NCCC(=O)N/N=C/c1cccc2cccnc12,i,i,i,i,-7,i,i,13,i,2,i
NC(=O)Cc1ncc(C(F)(F)F)cc1Cl,i,i,i,i,-9,i,i,0,i,5,i
Cc1occc1-c1nnc(SCC(=O)c2ccc(F)cc2)n1Cc1ccco1,i,i,i,i,-12,i,i,7,i,11,i
Cc1ccc(N(CC(=O)N2CCc3ccccc32)C2=NC(=O)CS2)cc1,i,i,i,i,-12,i,i,4,i,2,i
CCc1ccc(OC)c(S(=O)(=O)Nc2ccccc2C)c1,i,i,i,i,-8,i,i,4,i,1,i
COc1cc(Cl)cc2c1Sc1ccccc1/C2=C/CCN(C)C,i,i,i,-7.1*,-19,i,i,2,i,8,i
CCOC(=O)CSc1nnc(-c2ccncc2)o1,i,i,i,i,-4,i,i,-8,i,9,i
COCCN(CCOC)C(=O)c1cc2c(=O)n3ccccc3nc2s1,i,i,i,i,-9,i,i,-93,i,-4,i
Cc1cc(C)nc(NC(=O)c2ccc(Br)cc2)n1,i,i,i,i,2,i,i,1,i,3,i
Cc1ccc(-c2csc3nc(C)n(N)c(=O)c23)cc1,i,i,i,i,-3,i,i,5,i,-6,i
CC1CCc2nc3ccccc3c(C(=O)OCC(=O)NC3CCS(=O)(=O)C3)c2C1 (stereo not drawn),i,i,i,i,-10,i,i,-5,i,1,i
O=C(CC(=O)Nc1ccccc1F)Nc1ccccc1F,i,i,i,i,-3,i,i,3,i,1,i
COc1ccc(CNC(=O)c2ccc3c(c2)N(C)CCS3)cc1,i,i,i,i,-11,i,i,.,i,-7,i

Exported field by field: four of the compounds above.
O=C(CSc1nnnn1C1CCCCC1)NCc1cccs1
  RGS4 inh: i; TMEM16A act: i; KCNQ1 inh: i; RGS4 act: i; hERG rescue: -4; KCNK9 block: i; KCNK3 inh: i; HDAC3 inh: .; KCNQ1 pot: i; SKKanGAS inh: 1; TMEM16A inh: i

O=C(COC(=O)c1ccccc1Br)NCCc1ccc(F)cc1
  RGS4 inh: i; TMEM16A act: i; KCNQ1 inh: i; RGS4 act: i; hERG rescue: -2; KCNK9 block: i; KCNK3 inh: i; HDAC3 inh: -8; KCNQ1 pot: i; SKKanGAS inh: 5; TMEM16A inh: i

COc1ccc(CNC(=O)c2ccc3c(c2)N(C)CCS3)cc1
  RGS4 inh: i; TMEM16A act: i; KCNQ1 inh: i; RGS4 act: i; hERG rescue: -11; KCNK9 block: i; KCNK3 inh: i; HDAC3 inh: .; KCNQ1 pot: i; SKKanGAS inh: -7; TMEM16A inh: i

CC(Sc1nc(O)c(-c2ccccc2)c(=O)[nH]1)C(=O)Nc1ccc(Cl)cc1 (stereo not drawn)
  RGS4 inh: i; TMEM16A act: i; KCNQ1 inh: i; RGS4 act: i; hERG rescue: -10; KCNK9 block: i; KCNK3 inh: i; HDAC3 inh: 6; KCNQ1 pot: i; SKKanGAS inh: -7; TMEM16A inh: i

Next section:
mol,RGS4 inh,TMEM16A act,KCNQ1 inh,RGS4 act,hERG rescue,KCNK9 block,KCNK3 inh,HDAC3 inh,KCNQ1 pot,SKKanGAS inh,TMEM16A inh
O=C(COC(=O)C1CC2C=CC1C2)Nc1cccc(S(=O)(=O)N2CCCCC2)c1 (stereo not drawn),i,i,i,i,-14,i,i,.,i,-4,i
Cc1ccc(O)c(NC(=O)c2cc(-c3ccc(F)cc3)on2)c1,i,i,i,i,-4,i,i,4,i,-1,i
Cc1ccc(-c2nn(-c3cc(Cl)ccc3[N+](=O)[O-])c(=O)c3ccccc23)cc1,i,i,i,i,-14,i,i,-5,i,-3,i
NS(=O)(=O)c1ccc(NC(=O)CCCC(=O)O)cc1,i,i,i,i,-10,i,i,2,i,-3,i
COC(=O)[C@H](Cc1ccccc1)NC(=O)[C@@H](N)CC(=O)O,i,i,i,i,-6,i,i,-2,i,-4,i
O=c1c2cn[nH]c2[nH]c(=S)n1-c1cccc2ccccc12,i,i,i,i,-3,i,i,-5,i,38,i
CCOc1ccc(NS(=O)(=O)c2ccc(C(=O)NCc3ccccn3)cc2)cc1,i,i,i,i,-14,i,i,2,i,-9,i
C=CCNCCOCCOc1ccc(Cl)cc1C(C)(C)C,i,i,i,i,-10,i,i,0,i,-3,i
CC(C)(C)C(=O)Nc1ccc(S(=O)(=O)c2ccc(NC(=O)C(C)(C)C)cc2)cc1,i,i,i,i,-14,i,i,2,i,0,i
O=c1c2ccccc2nc(/C=C/c2cccnc2)n1Cc1ccccc1,i,i,i,i,-9,i,i,.,i,7,.
COc1cc(NC(=O)Cn2c(C)cc3ccccc3c2=O)cc(OC)c1OC,i,i,i,i,-9,i,i,-4,i,1,i
CN1CCN(C(=O)c2cc3c(s2)-c2ccccc2S(=O)(=O)C3)CC1,i,i,i,i,-9,i,i,2,i,4,i
COc1ccc(OCC(O)CN2CCOCC2)cc1 (stereo not drawn),i,i,i,i,-10,i,i,-5,i,-3,i
Cc1ccc(NC(=O)c2ccc(C(C)(C)C)cc2)cc1-n1cnnn1,i,i,i,i,-6,i,i,2,i,7,i
C/C=C/C(=O)Nc1cccc(C2=NOC3(C2)C[C@H](C(N)=O)N(C(=O)/C=C/C)C3)c1 (stereo partly drawn),i,i,i,i,-2,i,i,12,i,-3,i
CCn1c(NCc2ccccn2)nc2ccccc21,i,i,i,i,-14,i,i,1,i,6,i
COc1ccc(/C=C/c2cc(C(F)(F)F)[nH]c(=O)n2)cc1OC,i,i,i,i,-6,i,i,-23,i,-8,i
COc1ccccc1-c1nnc(C2CCN(S(=O)(=O)c3ccc([N+](=O)[O-])cc3)CC2)o1,i,i,i,i,-3,i,i,5,i,-1,i
CCOC(=O)c1c(C)[nH]c(C(=O)OCCOc2ccccc2C)c1C,i,i,i,i,-4,i,i,.,i,18,.
CC1=C(C#N)c2nc(N)c(C#N)c(C)c2/C1=C\c1ccc(OCC(=O)O)c(Cl)c1,i,i,i,i,-8,i,i,5,i,13,i
COc1cc(-c2cc[n+](C)cc2)ccc1O,i,i,i,i,-5,i,i,5,i,-4,i
Cc1cccc(NS(=O)(=O)c2c(C)[nH]c(C)c2C(=O)N2CCCC2)c1,i,i,i,i,-3,i,i,-1,i,1,i
CCOC(=O)c1c(CN(CC)CC)oc2ccc(OC)cc12,i,i,i,i,-5,i,i,-16,i,-1,i
Cc1cc(C(=O)NNC2CC(=O)N(c3ccc4ccccc4c3)C2=O)c(C)o1 (stereo not drawn),i,i,i,i,5.0*,i,i,-2,i,0,i
CCCc1nc2oc3cc(OC)ccc3c(=O)c2c(=O)n1Cc1ccco1,i,i,i,i,-7,i,i,-4,i,17,i
O=C(Nc1nnc(C2COc3ccccc3O2)o1)c1ccc(F)cc1 (stereo not drawn),i,i,i,i,-1,i,i,-2,i,103*,i
Oc1ccc(Cl)cc1CNc1ccccn1,i,i,i,i,-3,i,i,0,i,-4,i
Nc1c(-c2cccs2)cnc2c(-c3ccc(F)cc3)cnn12,i,i,i,i,-4,i,i,3,i,28,i
COc1ccc(Cl)cc1C(=O)NNC(=O)CN1C(=O)C2CC=CCC2C1=O (stereo not drawn),i,i,i,i,-16,i,i,-2,i,-1,i
O=C(COc1ccccc1)N1CCN=C1SCc1cccc(F)c1,i,i,i,i,-14,i,i,4,i,-6,i
CN(C)C(=O)c1ccc(NC(=O)COC(=O)C2CCN(S(=O)(=O)c3ccc4c(c3)OCCO4)CC2)cc1,i,i,i,i,-11,i,i,2,i,40,i
CC1CC(C)CN(c2ncnc3c2cnn3-c2ccc(Cl)cc2)C1 (stereo not drawn),i,i,i,i,-7,i,i,-10,i,27,i
